Screens (PubChem)
FUS suppressor: rescues growth of FUS-expressing yeast; S. cerevisiae FUS-expressing, growth rescue, OD600, 24 h; Potency, µM (titrated, usually from 76.6 µM), for the others: at the top dose growth rescue (activation), hits mostly activators; 0.24% of 390,000 active; AID 1347120;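 further: potency means the concentration at half of the fitted maximal effect; plate controls were DMSO vehicle for no effect and reference control for full effect; nearly all actives have a fitted effect of over 55% in size; some results filed as inactive show a strong effect at the top dose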
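Yeast expressing FUS under galactose induction, OD 0.005 in 2% galactose medium; compounds in a dilution series, 24 h at 30C. Growth rescue by absorbance at 600 nm; CP55940 positive control, DMSO negative.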
aSyn rescue: rescues yeast growth from alpha-synuclein toxicity; 0.14% of 370,000 active; Potency, µM (top dose mostly 46.1 µM), for the others: at the highest dose growth rescue (activation), hits mostly activators; AID 652106; Yeast expressing alpha-synuclein, growth rescue, BacTiter-Glo, 24 h; further: potency means the concentration at half of the fitted maximal effect; % of control where 0% means no effect; nearly all actives have a fitted effect of over 65% in size
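Readout is rescue of growth in alpha-synuclein-expressing yeast, so inhibitors of toxicity appear as activators. Growth after 24 hr at 30 deg C in galactose medium is quantified by luminescence.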
EPAC2 ag: EPAC2 (human) agonism | Potency, µM (series often up to 154 µM), inactives show top-dose activation, usual class: activators | Q8WZA2 | EPAC2 activation, biochemical qHTS; response scale: 100% = 6.5 mM cAMP response | 0.079% of 360,000 active | AID 720711; further: potency means the concentration at half of the fitted maximal effect; nearly all actives have a fitted effect of over 50% in size
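Readout is BODIPY fluorescence (480 nm excitation, 540 nm emission), which falls as labeled GDP is exchanged off Rap1B. EPAC2 at 100 nM acted on 250 nM RAP1B-BODIPY-GDP with 50 uM GDP present.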
TDP43 rescue: TDP-43 toxicity inhibition in yeast; TDP-43 expressing yeast growth rescue, BacTiter-Glo, 24 h; Potency, µM (series often up to 46.1 µM), inactives show at the top dose growth rescue (activation), hits mostly activators; 1.8% of 410,000 active; AID 652104; further: potency means the concentration at half of the fitted maximal effect; % of control where 0% means no effect; nearly all actives have a fitted effect of over 50% in size
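Yeast expressing TDP-43 (pregrown in raffinose, seeded at OD600=0.02 in galactose medium) exposed to compounds 24 hr at 30 deg C. Growth read by BacTiter-Glo luminescence; rescue of toxicity appears as increased signal.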
Abeta yeast res: restores growth of yeast expressing A-beta42 peptide; yeast expressing A-beta42, growth rescue, OD600, 48 h; response scale: 0% DMSO, 100% iron-clioquinol control; Potency, µM (doses to about 46.1 µM), without a hit: top-dose growth rescue, most hits filed as activators; 0.063% of 410,000 active; AID 1347071; further: potency means the concentration at half of the fitted maximal effect; nearly all actives have a fitted effect of over 55% in size
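Yeast A-beta toxicity model in growth medium with pinned compounds, 48 h at 30 C; growth read as absorbance at 600 nm. Normalized to FeCl3/clioquinol equimolar mix (positive) and DMSO (negative).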
D3 antag: blocks the human D3 dopamine receptor. P35462. D3R cells, DiscoveRx beta-arrestin luminescence, antagonist mode; active compounds read low. max response, negative = inhibition, %. 2.5% of 360,000 active. AID 652054; in the data active means max response below about -50%; inconclusive means no clear call, values can overlap the other calls; further: on the % scale 0 is the no-effect control and ±100 the full control effect; mostly tested at two doses, the higher about 12 µM
Target sequence (P35462 whole entry, looked up): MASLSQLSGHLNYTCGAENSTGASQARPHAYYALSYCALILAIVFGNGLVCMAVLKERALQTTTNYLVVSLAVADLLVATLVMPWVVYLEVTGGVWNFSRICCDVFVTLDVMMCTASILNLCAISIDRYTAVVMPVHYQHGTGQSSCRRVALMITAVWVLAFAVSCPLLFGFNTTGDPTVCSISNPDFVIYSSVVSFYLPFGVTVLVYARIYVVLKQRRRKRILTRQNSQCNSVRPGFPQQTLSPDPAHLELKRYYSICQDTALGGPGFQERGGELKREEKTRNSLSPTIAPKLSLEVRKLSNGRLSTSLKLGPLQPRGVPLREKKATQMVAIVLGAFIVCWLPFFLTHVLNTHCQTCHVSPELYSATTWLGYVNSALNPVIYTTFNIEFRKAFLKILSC
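Cells plated overnight at 1500 cells/well, then exposed to library compounds with dopamine controls for 90 minutes at 37 degrees C. DiscoveRx reagent added for 30–60 minutes at room temperature; luminescence read, quantitative HTS format.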
EPAC2 antag: blocks human EPAC2 exchange factor | EPAC2 GEF exchange of Rap1B-BODIPY-GDP, fluorescence | Potency, µM (doses to about 114 µM), for the others: top-dose activity, negative = inhibition, hits mostly inhibitors | 0.18% of 360,000 active; further: potency means the concentration at half of the fitted maximal effect; on the % scale 0 is the no-effect control and ±100 the full control effect; nearly all actives have a fitted effect of over 45% in size; many of its hits are not listed in these tables
DRD3 agonist: activates the human D3 dopamine receptor; P35462; D3R DiscoveRx beta-arrestin cells, luminescence, 90 min; max activation, %; 0.58% of 410,000 active; AID 652048; in the data active means max activation above about 30%; further: 0% is about no effect; mostly tested at two doses, the higher about 12 µM
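Agonist mode: compounds and dopamine controls were applied to plated cells for 90 min at 37 degrees C after an overnight attachment at 1500 cells/well. Luminescent read-out followed 30 - 60 minutes at room temperature with DiscoveRx detection reagent.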
Active calls of the source: *; & = joins results of further samples; [ ] = another dose, or the depositor's remark. Unless noted, the call rests on the fitted dose curve; in most records, active means well fitted curve in the direction sought with a large enough effect; inconclusive means small, poorly fitted or top-dose-only effect, or another doubt; inactive means no such curve, though single readings can be large; an effect the other way counts as inactive or inconclusive. These rows are one share of the data; rates above refer to the full screens.

Results for CC1CCCCC1NC(=O)c1ccc(S(=O)(=O)NCC2CCCO2)cc1 (stereo unspecified) ?
FUS suppressor: -3%; aSyn rescue: 1%; EPAC2 ag: -1%; TDP43 rescue: 1%[9.22 µM]; Abeta yeast res: -6%; D3 antag: 7; EPAC2 antag: 4%; DRD3 agonist: -1

What do the screens show for `COc1cc(/C=C/C(=O)c2ccc(F)cc2)cc(OC)c1OC`?
FUS suppressor: 14%; aSyn rescue: 7%; EPAC2 ag: 0%; TDP43 rescue: 14µM*; Abeta yeast res: -18%; D3 antag: 2; EPAC2 antag: 8%; DRD3 agonist: -3

What do the screens show for `CCOC(=O)c1c(NC(=O)CSc2nnnn2-c2ccc3c(c2)OCO3)sc(C)c1C`?
FUS suppressor: 15%; aSyn rescue: 7%; EPAC2 ag: -1%; TDP43 rescue: -16%; Abeta yeast res: 24%; D3 antag: 6; EPAC2 antag: -2%; DRD3 agonist: 5

How did COC(=O)c1c(-c2ccccc2)csc1NC1=NS(=O)(=O)c2ccccc21 do in these assays?
FUS suppressor: -23%; aSyn rescue: -7%; EPAC2 ag: -7%; TDP43 rescue: 11%; Abeta yeast res: 10%; D3 antag: 4; EPAC2 antag: 7%; DRD3 agonist: -4

How did COc1cc2c(cc1NC(=S)Nc1ccccc1C)oc1ccccc12 do in these assays?
FUS suppressor: 10%; aSyn rescue: 6%; EPAC2 ag: 4%; TDP43 rescue: 27%; Abeta yeast res: -2%; D3 antag: 22; EPAC2 antag: -1%; DRD3 agonist: 3

What do the screens show for `COc1ccc(C(=O)Nc2ccc3c(c2)nc(CN2CCCC2)n3C)cc1`?
FUS suppressor: -1%; aSyn rescue: 1%; EPAC2 ag: -3%; TDP43 rescue: 2%; Abeta yeast res: 12%; D3 antag: -17; EPAC2 antag: -3%; DRD3 agonist: 45*

Results for CCOC(=O)C1CCCN(c2c(NCCc3ccc(C)cc3)c(=O)c2=O)C1 (stereo unspecified) ?
FUS suppressor: -14%; aSyn rescue: -3%; EPAC2 ag: 8%; TDP43 rescue: 13%; Abeta yeast res: 1%; D3 antag: -11; EPAC2 antag: 0%; DRD3 agonist: -9

What do the screens show for `Cc1ccc(CNC(=O)c2ccc3c(c2)N(Cc2cccc(C)c2)C(=O)CS3)cc1`?
FUS suppressor: 11%; TDP43 rescue: 11%; Abeta yeast res: -5%; DRD3 agonist: -2

Results for O=C(NC1CCCCC1)NC1CC2CCCC(C1)N2C1CCCC1 (stereo unspecified) ?
FUS suppressor: 10%; aSyn rescue: 1%; EPAC2 ag: 7%; TDP43 rescue: -6%; Abeta yeast res: 6%; D3 antag: inconclusive; EPAC2 antag: 0%; DRD3 agonist: -3

What do the screens show for `CCOc1ccc(NC(=O)C2CCCN(c3nc(C)cc(C)n3)C2)cc1` (stereo unspecified)?
FUS suppressor: 1%; aSyn rescue: 10%; EPAC2 ag: -5%; TDP43 rescue: 2%; Abeta yeast res: -8%; D3 antag: 2; EPAC2 antag: -10%; DRD3 agonist: 0

Results for O=C(Nc1cccc(C(F)(F)F)c1)Nc1ccc2snnc2c1 ?
FUS suppressor: -9%; aSyn rescue: -3%; TDP43 rescue: 16%; Abeta yeast res: -4%; DRD3 agonist: 5

Results for CC(C)c1ccc(C2N=C(N)Nc3nc4ccccc4n32)cc1 (stereo unspecified) ?
FUS suppressor: 11%; TDP43 rescue: 8%; Abeta yeast res: -7%; DRD3 agonist: -4

What do the screens show for `O=C1CCCC2=C1C(O)(C(F)(F)F)C(=O)N2Cc1ccccc1` (stereo unspecified)?
FUS suppressor: 4%; aSyn rescue: 1%; EPAC2 ag: -1%; TDP43 rescue: 21%; Abeta yeast res: 3%; D3 antag: -14; EPAC2 antag: -3%; DRD3 agonist: 19

Results for CSc1ccccc1NC(=O)COC(=O)CSc1ccc(C)cc1 ?
FUS suppressor: 7%; aSyn rescue: -1%; EPAC2 ag: 14%; TDP43 rescue: -17%; Abeta yeast res: 1%; D3 antag: -12; EPAC2 antag: -7%; DRD3 agonist: -7

What do the screens show for `CN(C)C(=O)CSc1nnc(-c2cccs2)n1-c1ccccc1`?
FUS suppressor: 4%; aSyn rescue: -11%; EPAC2 ag: 1%; TDP43 rescue: 9%; Abeta yeast res: -5%; D3 antag: -1; EPAC2 antag: 1%; DRD3 agonist: 1

What do the screens show for `CCc1ccc(NC(=O)Nc2cccc(OC)c2)cc1`?
FUS suppressor: -2%; aSyn rescue: -7%; EPAC2 ag: 2%; TDP43 rescue: -15%[0.397 µM]; Abeta yeast res: 11%; D3 antag: 2; EPAC2 antag: 5%; DRD3 agonist: -10

How did CN1CCN(C(=O)/C(=C/c2cccnc2)NC(=O)c2cccc(Br)c2)CC1 do in these assays?
FUS suppressor: 15%; aSyn rescue: -2%; EPAC2 ag: 7%; TDP43 rescue: 1%; Abeta yeast res: -1%; D3 antag: 15; EPAC2 antag: 7%; DRD3 agonist: 22

How did COc1ccc(N2CCN(C(=O)CN(Cc3ccccc3)S(C)(=O)=O)CC2)cc1 do in these assays?
FUS suppressor: 4%; aSyn rescue: 5%; EPAC2 ag: 8%; TDP43 rescue: -12%; Abeta yeast res: 10%; D3 antag: 11; EPAC2 antag: 6%; DRD3 agonist: 5

Results for COC(C[C@@H](O)C[C@H](O)COCc1ccccc1)OC ?
FUS suppressor: -26%; aSyn rescue: 1%; EPAC2 ag: 3%; TDP43 rescue: 13%; Abeta yeast res: 4%; D3 antag: 18; EPAC2 antag: 2%; DRD3 agonist: 5

How did COc1ccc(C2SCCN2S(=O)(=O)c2ccccc2)cc1OC (stereo unspecified) do in these assays?
FUS suppressor: -5%; aSyn rescue: -1%; EPAC2 ag: 3%; TDP43 rescue: inconclusive; Abeta yeast res: 4%; D3 antag: 0; EPAC2 antag: 9%; DRD3 agonist: 2

Structures listed so far containing a CF3 group (2):
Results for O=C(Nc1cccc(C(F)(F)F)c1)Nc1ccc2snnc2c1 ?
FUS suppressor: -9%; aSyn rescue: -3%; TDP43 rescue: 16%; Abeta yeast res: -4%; DRD3 agonist: 5

What do the screens show for `O=C1CCCC2=C1C(O)(C(F)(F)F)C(=O)N2Cc1ccccc1` (stereo unspecified)?
FUS suppressor: 4%; aSyn rescue: 1%; EPAC2 ag: -1%; TDP43 rescue: 21%; Abeta yeast res: 3%; D3 antag: -14; EPAC2 antag: -3%; DRD3 agonist: 19

The list goes on:
How did CC(C)c1cc(-c2cc(-c3ccccc3)on2)nc(NC2CCCC2)n1 do in these assays?
FUS suppressor: 12%; aSyn rescue: 12%; EPAC2 ag: 2%; TDP43 rescue: -4%; Abeta yeast res: -6%; D3 antag: 0; EPAC2 antag: -2%; DRD3 agonist: -5

Results for CCOc1cc2c(C#N)c(N3CCOCC3)nc(N)c2c(N)n1 ?
FUS suppressor: 13%; aSyn rescue: 1%; EPAC2 ag: 10%; TDP43 rescue: 5%; Abeta yeast res: -5%; D3 antag: 11; EPAC2 antag: -4%; DRD3 agonist: -1

Results for Cn1c(N)c(C(=O)COC(=O)CCCN2C(=O)c3ccccc3C2=O)c(=O)n(C)c1=O ?
FUS suppressor: -3%; aSyn rescue: 3%; EPAC2 ag: -5%; TDP43 rescue: -2%; Abeta yeast res: 1%; D3 antag: 2; EPAC2 antag: -1%; DRD3 agonist: -7

What do the screens show for `CCCC(=O)Nc1cc(-c2cn3cccnc3n2)ccc1OC`?
FUS suppressor: 18%; aSyn rescue: 1%; EPAC2 ag: -15%; TDP43 rescue: -17%; Abeta yeast res: 6%; D3 antag: -4; EPAC2 antag: 5%; DRD3 agonist: 2

How did COc1ccccc1CNC(=O)c1cccc(S(=O)(=O)N2CCN(c3ccc(F)cc3)CC2)c1 do in these assays?
FUS suppressor: inconclusive; aSyn rescue: 10%; EPAC2 ag: 9%; TDP43 rescue: 1%; Abeta yeast res: -7%; D3 antag: 2; EPAC2 antag: -2%; DRD3 agonist: 5

What do the screens show for `CC(=O)NC(CCS(C)(=O)=O)C(=O)Nc1cc(C)ccc1C` (stereo unspecified)?
FUS suppressor: -14%; aSyn rescue: -3%; EPAC2 ag: 11%; TDP43 rescue: 7%; Abeta yeast res: -16%; D3 antag: 0; EPAC2 antag: 0%; DRD3 agonist: -2

How did CCCc1cc2c(=O)c(-c3ccc4c(c3)OCCO4)coc2cc1OC(=O)c1ccco1 do in these assays?
FUS suppressor: 24%; aSyn rescue: -1%; EPAC2 ag: 4%; TDP43 rescue: -10%; Abeta yeast res: -5%; D3 antag: -21; EPAC2 antag: 8%; DRD3 agonist: 19

How did Cc1ccc(S(=O)(=O)NCC(c2ccco2)N2CCOCC2)cc1 (stereo unspecified) do in these assays?
FUS suppressor: -3%&24%; aSyn rescue: -14%; EPAC2 ag: 11%; TDP43 rescue: -6%&-9%; Abeta yeast res: -17%&-25%; D3 antag: -14; EPAC2 antag: 15%; DRD3 agonist: -12&-11

Results for COC(=O)c1sc(N2C(=O)c3oc4ccccc4c(=O)c3C2c2cccs2)nc1C (stereo unspecified) ?
FUS suppressor: -23%; aSyn rescue: -2%; EPAC2 ag: -4%; TDP43 rescue: 11%; Abeta yeast res: 12%; D3 antag: -18; EPAC2 antag: 6%; DRD3 agonist: 5

What do the screens show for `CC(C)OC(=O)CSc1nc(N2CCOCC2)c2c(c1C#N)CC(C)(C)OC2`?
FUS suppressor: 24%; aSyn rescue: 9%; EPAC2 ag: 4%; TDP43 rescue: 2%; Abeta yeast res: -6%; D3 antag: 1; EPAC2 antag: -22%; DRD3 agonist: 10

Results for Cn1c(Cl)c(/C=N/OC(=O)C2CC2)c2ccccc21 ?
FUS suppressor: -7%; aSyn rescue: -1%; EPAC2 ag: 4%; TDP43 rescue: inconclusive; Abeta yeast res: inconclusive; D3 antag: -22; EPAC2 antag: -15%; DRD3 agonist: 0

How did C=CCc1cccc2cc(-c3nc4ccc(C)cc4[nH]3)c(=O)oc12 do in these assays?
FUS suppressor: -14%; aSyn rescue: 15%; TDP43 rescue: inconclusive; Abeta yeast res: 3%; DRD3 agonist: 4

How did COCCNC(=O)C1CCC(CNS(=O)(=O)c2ccc3c(c2)CC(C)N3C(=O)C2CC2)CC1 (stereo unspecified) do in these assays?
FUS suppressor: -14%; aSyn rescue: 0%; EPAC2 ag: -2%; TDP43 rescue: 5%; Abeta yeast res: -2%; D3 antag: 14; EPAC2 antag: 5%; DRD3 agonist: -5
